Screening data: PubChem, National Center for Advancing Translational Sciences (NCATS)
Pol eta inh: inhibitors of human DNA polymerase eta. Potency, µM (series often up to 114 µM), for the others: at the top dose activity change, negative = inhibition, usual class: inhibitors. recombinant Pol eta, fluorescent DNA replication assay. 1.2% of 390,000 active. Q9Y253; note: potency is the fitted concentration of half-maximal effect; % is set by controls: 0 for no effect and ±100 for the full control effect
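Pol eta at 10 nM preincubated with compounds 15 min at room temperature; reaction started with fluorescent substrate (50 nM final) and read kinetically at 0 and 10 min.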
Pol kappa inh: DNA polymerase kappa (human) inhibition. purified Pol kappa, fluorescent DNA synthesis assay, 10 min. Potency, µM (doses to about 107 µM), inactives show at the top dose activity, negative = inhibition, most hits filed as inhibitors. 0.53% of 400,000 active; note: potency is the fitted concentration of half-maximal effect; % is set by controls: 0 for no effect and ±100 for the full control effect
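Inhibition of 10 nM Pol kappa is measured by a fluorescent read-out at 0 and 10 min following addition of 50 nM substrate (final), with a 15-min room-temperature compound preincubation.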
LDHA inh: LDHA (human) enzyme inhibition | P00338 | purified LDHA, NADH/diaphorase-resazurin fluorescence; stronger effect = lower value | activity change, % (values are at about 110 or 230 µM) | 0.15% of 480,000 active | AID 1347041; in the data active = activity change below about -30%; inconclusive = mostly about -25% to -30%;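 note: plate controls were DMSO wells for no effect and wells without enzyme for full effect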
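Enzyme activity of human lactate dehydrogenase 5 (2 nM; 0.06 mM NADH, 0.2 mM pyruvate, 5 min, RT) is measured via a resazurin/diaphorase fluorescence readout of residual NADH.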
12-LOX inh: blocks human arachidonate 12S-lipoxygenase; purified 12hLO, xylenol orange hydroperoxide absorbance; Potency, µM (highest dose often 108 µM), without a hit: top-dose activity change, negative = inhibition, actives largely listed as inhibitors; 1.1% of 580,000 active; AID 1671190; note: potency is the fitted concentration of half-maximal effect; % is set by controls: 0 for no effect and ±100 for the full control effect
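Purified human 12hLO at 150 nM in 25 mM Hepes, 0.01% Triton X-100, pH 7.0, preincubated 15 min at room temperature with compound. Reaction started with 40 uM arachidonic acid, 30 min at room temperature. Hydroperoxide measured by Fe-xylenol orange, 573/405 nm absorbance ratio.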
Pol beta inh: blocks human DNA polymerase beta activity; P06746; Pol beta primer extension/strand displacement, fluorescence kinetic; Potency, µM (series often up to 114 µM), without a hit: at the highest dose activity change, negative = inhibition, hits mostly inhibitors; 1.3% of 340,000 active; AID 485314; note: potency is the fitted concentration of half-maximal effect; % is set by controls: 0 for no effect and ±100 for the full control effect
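Pol beta (10 nM) and compounds were preincubated 15 min at room temperature, then 50 nM substrate (final) started primer extension/strand displacement. Reads were taken at 0 and 10 min; concentration-response data were fitted to a four-parameter Hill equation.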
APEX1 inh: inhibitors of human APE1 endonuclease. Potency, µM (doses to about 65.8 µM), for the others: top-dose activity change, negative = inhibition, most hits filed as inhibitors. recombinant APE1, TAMRA/BHQ-2 abasic DNA cleavage fluorescence. P27695. 0.35% of 350,000 active;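 note: potency is the fitted concentration of half-maximal effect; plate controls were vehicle for no effect and reference inhibitor for full effect; nearly all actives have a fitted effect of over 55% in size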
Target sequence (P27695 whole entry, looked up): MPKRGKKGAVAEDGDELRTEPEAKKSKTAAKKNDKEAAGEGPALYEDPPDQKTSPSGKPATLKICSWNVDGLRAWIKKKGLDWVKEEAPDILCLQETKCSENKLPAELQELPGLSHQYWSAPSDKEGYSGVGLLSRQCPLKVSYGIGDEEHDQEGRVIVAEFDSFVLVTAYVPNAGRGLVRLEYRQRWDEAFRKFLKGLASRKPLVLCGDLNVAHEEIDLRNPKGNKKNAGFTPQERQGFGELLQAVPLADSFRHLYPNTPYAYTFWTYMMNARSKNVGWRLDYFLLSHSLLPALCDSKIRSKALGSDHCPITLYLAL
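APE1 at 0.75 nM preincubated 15 min at room temperature with compound. Reaction then started with 50 nM double-stranded THF-abasic substrate labelled with TAMRA/BHQ-2, and 525/598 nm fluorescence read kinetically. Activity taken as third-minus-first read difference, normalized to DMSO and NSC13755 controls.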
Anesthetic bind: binds horse apoferritin like a general anesthetic | P02791 | apoferritin/1-aminoanthracene competitive binding, fluorescence | Potency, µM (highest dose often 77.5 µM), for inactives: top-dose activity change, negative = displacement, hits mostly inhibitors | 0.074% of 350,000 active; note: potency is the fitted concentration of half-maximal effect; % is set by controls: 0 for no effect and ±100 for the full control effect; nearly all actives have a fitted effect of over 20% in size
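Apoferritin-based anesthetic binding model; compound displacement of fluorescent 1-AMA measured as endpoint fluorescence after 10 minutes at room temperature, scaled to free-ligand and complex controls.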
RGS4 inh: human RGS4 inhibition | 0.039% of 390,000 active | Potency, µM (highest dose often 114 µM), without a hit: at the highest dose activity change, negative = inhibition, hits mostly inhibitors | P49798 | Transcreener GDP fluorescence polarization, RGS4-accelerated GTP hydrolysis; note: potency is the fitted concentration of half-maximal effect; % is set by controls: 0 for no effect and ±100 for the full control effect; nearly all actives have a fitted effect of over 75% in size; some results filed as inactive show a strong effect at the top dose
Target sequence (P49798 whole entry, looked up): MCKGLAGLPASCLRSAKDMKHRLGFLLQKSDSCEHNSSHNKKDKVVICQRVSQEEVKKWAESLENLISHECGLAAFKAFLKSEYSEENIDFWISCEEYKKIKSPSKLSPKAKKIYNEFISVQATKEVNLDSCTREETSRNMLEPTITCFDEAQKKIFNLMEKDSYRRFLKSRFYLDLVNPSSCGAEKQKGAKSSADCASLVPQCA
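MLSMR compounds (23 nl, pin-transferred) preincubated 10 min at room temperature with a 500nM (2x) first reagent, then RGS4 at 900nM (2x) plus Transcreener GDP mix added; fluorescence polarization (620/688 nm) read before and after 90 min at 30 °C.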
ERG Ets-DNA blk: ERG Ets/DNA interaction inhibition | Potency, µM (doses to about 76.9 µM), for the others: top-dose FP activity, negative = inhibition, most hits filed as inhibitors | P11308 | 0.028% of 370,000 active | fluorescence polarization, His-ERG Ets domain / labelled DNA | AID 624246; active = well fitted inhibition curve with a large enough effect in the polarisation, with a control signal flat; inconclusive = small, poorly fitted or top-dose-only effect, or effect the other way, or a change in a side signal; inactive = no such curve, though single readings can be large or run the other way; the % refers to the polarisation;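 note: polarization taken with two DNA probes labelled with fluorescein and Texas red; potency is the fitted concentration of half-maximal effect; % of control where 0% means no effect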
Target sequence (P11308 whole entry, looked up, the tested form may be a part): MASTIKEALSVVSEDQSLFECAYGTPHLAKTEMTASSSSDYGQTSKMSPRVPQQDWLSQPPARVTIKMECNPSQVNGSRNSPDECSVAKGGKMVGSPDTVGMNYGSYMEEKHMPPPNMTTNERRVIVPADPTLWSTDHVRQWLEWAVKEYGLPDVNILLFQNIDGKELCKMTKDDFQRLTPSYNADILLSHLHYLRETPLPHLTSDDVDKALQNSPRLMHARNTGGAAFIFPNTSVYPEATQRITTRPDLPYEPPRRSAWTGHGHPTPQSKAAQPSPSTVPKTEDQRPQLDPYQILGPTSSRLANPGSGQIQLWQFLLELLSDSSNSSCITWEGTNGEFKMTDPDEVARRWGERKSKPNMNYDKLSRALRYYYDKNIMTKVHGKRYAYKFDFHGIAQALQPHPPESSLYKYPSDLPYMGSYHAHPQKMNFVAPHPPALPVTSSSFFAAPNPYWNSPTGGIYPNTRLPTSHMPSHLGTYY
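His-tagged ERG Ets domain (1 uM in the protein solution; 300mM KCl, 50mM Tris-HCl, 1mM EDTA, 1mM DTT, pH 7.5) received compound, then a probe mix of 5 nM fluorescein-DNA and 100nM Texas-615-DNA. Fluorescence polarization was read for both dyes.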
The depositor's hits bear a star; ? = inconclusive; · = not tested or not shown; & = joins results of further samples; [ ] = remark or other dose. Unless noted, calls come from the whole dose curve; as a rule, active = well fitted curve in the direction sought with a large enough effect; inconclusive = small, poorly fitted or top-dose-only effect, or another doubt; inactive = no such curve, though single readings can be large; an effect the other way counts as inactive or inconclusive. This is a subset. The share of hits here may be higher or lower than overall.

SMILES | Pol eta inh | Pol kappa inh | LDHA inh | 12-LOX inh | Pol beta inh | APEX1 inh | Anesthetic bind | RGS4 inh | ERG Ets-DNA blk
CNC(=O)CN(C)S(=O)(=O)c1ccc(OC)c(Cl)c1 | -7% | -18% | -1 | 0% | 15% | -5% | -4% | -4% | 2%
O=C(COC(=O)CC(c1ccccc1)c1ccccc1)Nc1c(F)cccc1F | · | · | · | -13% | 4% | -7% | -12% | · | ·
Cc1cccc(-c2nnc(N)s2)c1 | -14% | -9% | -6 | -14% | -2% | -6% | ? | 6% | 0%
COC(=O)c1ccc(NC(=O)NCCn2nnc3cc(S(=O)(=O)N(C)C)ccc32)cc1 | -16% | -13%[60.1 µM] | 0 | -6% | 0% | · | -15% | -14% | 0%
NS(=O)(=O)c1cccc(NC(=O)CN2CCCc3ccccc32)c1 | -18% | 3% | -8 | -9% | 28% | 1% | -18% | 15% | 0%
Cc1cc(Cl)ccc1OCc1nc(-c2ccncc2)no1 | -17% | -6% | -2 | 19% | 3% | 3% | ? | -12% | 2%
O=C(CN(Cc1ccco1)C(=O)c1ccc(Cl)cc1)Nc1c(Cl)cc(Cl)cc1Cl | -10% | -8% | -3 | -14% | 9% | -4% | -2% | 12% | 3%
N#CC1(Nc2ccc([N+](=O)[O-])cc2)CCCC1 | -17% | -2% | 8 | ? | · | · | · | -26% | -7%
CCCS(=O)(=O)N1CCC(C(=O)NC2CCCC(C)C2C)CC1 (centres undefined) | -10% | -13% | 1 | 3% | 3% | 4% | -4% | 33% | -2%
Cc1ccc(S(=O)(=O)N2CCC(N3CCN(C)CC3)CC2)cc1Cl | 3% | -14% | -6 | 1% | -1% | 44%[activator] | 0% | 29% | 10%
O=C(c1ccccc1)N1CCSc2sccc2C1=O | -10% | -11% | -7 | -1% | 4% | 4% | ? | -9% | 3%
O=C(Nc1nc2ccc(F)cc2s1)c1ccc(N2CCCC2=O)cc1 | -12% | -12% | -6 | 0% | · | -5% | · | 4% | -15%
O=C(CNC(=O)c1sc2ccccc2c1Cl)NCc1ccccc1 | -12% | -9% | -2 | -3% | 2% | 5% | -5% | -30% | 12%
COC(=O)CC1C(=O)NC2CCCCC2N1C(=O)CCl (centres undefined) | -7% | -3% | -7 | 0% | 6% | 2% | 5% | 13% | -15%
Cc1ccccc1N1CCN(C2CCCN(C(=O)c3cc(CC(C)C)nn3C)C2)CC1 (centres undefined) | -15% | 1% | 0 | 8% | 2% | 40%[activator] | -18% | 18% | 1%
CCCCC(CC)C(=O)NCCc1ccc(S(N)(=O)=O)cc1 (centres undefined) | 4% | -6% | -15 | -2% | -6% | 3% | -9% | 9% | -4%
COc1ccc(-c2cc(C(=O)Nc3cccc(S(=O)(=O)NCc4ccco4)c3)c3ccccc3n2)cc1OC | -14% | -7% | -3 | -15% | ? | -8% | -5% | -20% | -3%
CCc1cc2cc(C)cc(C)c2[nH]c1=S | -14% | 8% | -2 | ? | 4% | 28% | -3% | -39% | -6%
CC(CNC(=O)c1ccc(C(C)(C)C)cc1)CN(C)C (centres undefined) | -5% | -1% | -8 | 17% | -4% | 1% | 0% | 18% | 7%
COc1ccc(C2SCCN2C(=S)Nc2ccc(Cl)cc2)cc1 (centres undefined) | -14% | -13% | 0 | -20% | -1% | 9% | -10% | -4% | 4%
Cc1csc(NC(=O)c2cccc(S(=O)(=O)N3CCN(C)CC3)c2)n1 | -4% | 4% | -5 | -5% | -2% | 4% | -2% | ? | 7%
CCCCNC(=O)CCn1nc(-c2ccccc2)ccc1=O | -14% | -5% | -7 | 15% | -5% | -1% | -12% | 0% | 8%
CCN(CC)CCNC(=O)c1cc(-c2ccc(Br)s2)nc2ccccc12 | -16%&13% | 4%&4% | -2&2 | ? | -14%&10% | 6% | -6%&-8% | -26%&10% | -9%&11%
CC(C)CCNC(=O)CN(Cc1ccccc1Cl)C(=O)CCC(=O)Nc1ccccn1 | -13% | -2% | 5 | -9% | ? | -11%[12.4 µM] | 0% | -3% | 5%
CCOC(=O)c1ccc(COC(=O)c2cc(=O)[nH]c3ccccc23)o1 | -4% | -6% | 1 | 0% | -2% | 0% | -2% | 36% | 13%
SMILES | Pol eta inh | Pol kappa inh | LDHA inh | 12-LOX inh | Pol beta inh | APEX1 inh | Anesthetic bind | RGS4 inh | ERG Ets-DNA blk
O=S(=O)(c1ccc(Cl)c(NC(=S)Nc2cccc(O)c2)c1)N1CCOCC1 | -3% | -17% | -3 | ? | 23% | 4% | -12% | -21% | 13%
CN(C(=O)Cn1nnc(-c2cccc(C(F)(F)F)c2)n1)C1CCCCC1 | -12% | 4% | 2 | -5% | ? | -3% | -11% | 4% | 6%
O=S(=O)(NCCSc1ccccc1)c1ccc2c(c1)OCCO2 | -12% | -18% | -7 | -3% | 5% | -6% | ? | -13% | -6%
Cc1ccc2oc(C(=O)N3CCC(N4CCSCC4)CC3)c(C)c2c1 | -13% | -7% | -2 | -3% | 18% | 12% | -11% | -4% | 0%
O=C(CN1CCN(S(=O)(=O)c2ccc(Cl)cc2)CC1)NCc1cccs1 | -6% | -6% | -5 | -14% | · | -8% | · | -7% | -3%
CCSc1ncc(Cl)c(C(=O)N2CCN(c3ccccc3OC)CC2)n1 | -22% | -3% | 0 | 2% | -11% | · | 2% | 0% | -10%
Cc1ccc(-c2csc(NC(=O)c3cccc([N+](=O)[O-])c3C(=O)O)n2)cc1 | -15% | -12% | 2 | ? | -25% | 1% | -4% | 13% | 5%
CC(C)Cc1ccc(S(=O)(=O)NCC2CCCO2)cc1 (centres undefined) | -13% | -6% | 1 | 0% | 7% | 17% | -14% | 6% | -3%
Cc1ccc2nc(-c3ccc(NC(=O)c4ccc(S(C)(=O)=O)cc4)cc3)sc2c1 | 0% | -5%[60.1 µM] | -8 | -11% | 10% | · | -11% | 0% | -9%
O=[N+]([O-])c1ccc(F)cc1F | -3% | 0% | -8 | 17% | · | -1%&4% | · | -14% | -8%
CCOc1ccc(NC(=O)C(CC(=O)O)Cc2ccc(Br)cc2)cc1 (centres undefined) | -2% | -8% | -5 | 0% | 2% | 15% | -6% | -14% | 5%
Cc1cc(NC(=O)c2cc3ccccc3oc2=O)no1 | -16% | -8% | 0 | -22% | 16% | 3% | -6% | -8% | 1%
COc1ccccc1C(=O)Nc1ccc2nc(N3CCC(C)CC3)cc(C)c2c1 | · | 3% | -1 | -19% | -16% | · | 432%[activator] | -8% | 0%
Cc1ccc(C2=NN(S(=O)(=O)c3ccccc3)C(c3ccccc3O)C2)cc1 (centres undefined) | ? | -12% | -2 | -17% | 22% | -7% | -16% | -10% | -4%
CCCCNC(=O)C1C2C=CC3(CN(Cc4ccc(C)cc4)C(=O)C13)O2 (centres undefined) | 5% | -7% | -1 | 0% | 44% | 1% | -6% | -10% | -8%
c1ccc(-c2noc(CSc3nnc(Cc4cccs4)n3-c3ccccc3)n2)cc1 | 3% | -17% | 0 | 2% | 20% | -4% | -22% | 21% | -12%
C/C(CC(=O)Nc1ccc(Cl)cc1C(F)(F)F)=N\NC(=O)c1ccccn1 | -13% | -23% | -2 | 1% | 5% | -8% | -19% | -2% | -10%
CC(=O)Nc1ccc(NC(=O)Cn2c(=O)n(-c3ccccc3)c(=O)c3oc4ccccc4c32)cc1 | -10% | -15% | -5 | -6% | -4% | -3% | -7% | -13% | ?
COc1ccc(Cl)cc1C(=O)O/N=C(\N)c1ccccn1 | 2% | -9% | -2 | 6% | ? | -4% | -8% | 4% | 7%
COc1cc2c(cc1OC)NC(=O)C2 | -9% | -3% | -4 | 15% | · | · | · | 1% | -12%
CCC(C)(C)NC(=O)CN(CCc1cccc(C)c1)C(=O)c1csnn1 | -25% | 4% | -5 | -12% | 25% | 11% | -17% | 16% | 11%
C/C(=N\Nc1ccc([N+](=O)[O-])cc1)c1ccc(-n2nncc2C)cc1 | 0% | -5% | -7 | -14% | 8% | -3% | -15% | 0% | 2%
Cc1ccc(Cc2c(C)nc3nc(SCC(=O)NC(C)c4ccccc4)nn3c2C)cc1 (centres undefined) | -6% | -8% | 2 | 1% | 16% | · | ? | -15% | ?
CC(=O)/C(N=Nc1nc2c([nH]1)c(=O)n(C)c(=O)n2C)=C(\C)O | 7% | -24% | -1 | 456%[activator] | 15% | -3% | -21% | 7% | 13%
COc1ccc(N2CCN(C3CCN(S(=O)(=O)c4ccc(F)cc4)CC3)CC2)cc1 | -10% | 8% | -2 | 5% | 17% | -1% | -4% | -5% | -5%
COc1cc(Cl)c(C)cc1NC(=O)c1cnc(N2CCOCC2)c2ccccc12 | -21% | -7%[60.1 µM] | 10&-1 | ? | 23% | · | 65%[activator] | 21% | 12%

Ordered by the number under Pol eta inh (ascending): some entries from above.
| SMILES | Pol eta inh | Pol kappa inh | LDHA inh | 12-LOX inh | Pol beta inh | Anesthetic bind | RGS4 inh | ERG Ets-DNA blk |
| --- | --- | --- | --- | --- | --- | --- | --- | --- |
| CC(C)Cc1ccc(S(=O)(=O)NCC2CCCO2)cc1 (centres undefined) | -13% | -6% | 1 | 0% | 7% | -14% | 6% | -3% |
| O=S(=O)(NCCSc1ccccc1)c1ccc2c(c1)OCCO2 | -12% | -18% | -7 | -3% | 5% | ? | -13% | -6% |
| COc1ccc(N2CCN(C3CCN(S(=O)(=O)c4ccc(F)cc4)CC3)CC2)cc1 | -10% | 8% | -2 | 5% | 17% | -4% | -5% | -5% |
| Cc1ccc2nc(-c3ccc(NC(=O)c4ccc(S(C)(=O)=O)cc4)cc3)sc2c1 | 0% | -5%[60.1 µM] | -8 | -11% | 10% | -11% | 0% | -9% |
